HGIII-sPLA2 inh: human group III sPLA2 inhibitors, primary screen, biochemical, QFRET, BODIPY PC-A2 liposome substrate | QFRET BODIPY PC-A2 liposome hydrolysis, fluorescence | inhibition, % at 12.2 µM | hit rate 0.56% among 370,000 | Group 3 secretory phospholipase A2 (Homo sapiens), Q9NZ20;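 active = inhibition above mean plus 3 SD of compounds lying within the high and low control bounds, cut at about 19% in these data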;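 also: 0% = median of test compound wells and 100% = no enzyme DMSO wells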
Target sequence (Q9NZ20 whole entry, looked up): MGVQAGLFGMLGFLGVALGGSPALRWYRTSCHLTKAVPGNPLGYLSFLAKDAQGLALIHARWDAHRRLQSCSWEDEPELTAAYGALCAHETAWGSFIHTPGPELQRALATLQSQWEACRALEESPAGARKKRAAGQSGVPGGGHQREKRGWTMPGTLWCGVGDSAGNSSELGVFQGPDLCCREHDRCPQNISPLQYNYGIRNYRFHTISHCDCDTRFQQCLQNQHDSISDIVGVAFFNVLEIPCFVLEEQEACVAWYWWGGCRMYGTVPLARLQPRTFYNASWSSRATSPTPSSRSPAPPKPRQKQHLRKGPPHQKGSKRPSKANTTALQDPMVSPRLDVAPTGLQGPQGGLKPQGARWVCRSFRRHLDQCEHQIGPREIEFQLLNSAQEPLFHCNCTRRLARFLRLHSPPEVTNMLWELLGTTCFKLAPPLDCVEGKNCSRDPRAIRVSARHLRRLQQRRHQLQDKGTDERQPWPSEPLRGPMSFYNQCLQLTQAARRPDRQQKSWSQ
PLC-gamma1 inh: PLC-gamma1 enzyme inhibitors, primary screen, biochemical, fluorescence, purified enzyme | hit rate 0.84% among 370,000 | AID 720700, 2013 | fluorogenic substrate | inhibition, % at 12.2 µM | 1-phosphatidylinositol 4,5-bisphosphate phosphodiesterase gamma-1 (Homo sapiens), P19174; in the data active = inhibition above about 9.5%
UHRF1 MBD2 ctr: UHRF1 methylated DNA binding inhibitors, primary screen, counter-screen for MBD2 inhibitor project, biochemical, TR-FRET, human UHRF1, single concentration | hit rate 0.75% among 370,000 | UHRF1 binding to methylated oligo | inhibition, % at 4.4 µM; in the data active = inhibition above about 21%;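 also: UHRF1 SRA domain binding a hemimethylated CpG hairpin DNA probe; 0% = median of test compound wells and 100% = reference inhibitor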
Rev-erbA mod: modulators of Rev-erb alpha DNA binding, primary screen, biochemical, FITC-DNA, fluorescence polarization, uHTS; activity, % at 10 µM; Rev-erbα–FITC-DNA binding, 90 min; hit rate 0.79% among 370,000; AID 1259318, 2017; Nuclear receptor subfamily 1 group D member 1 (Homo sapiens), P20393;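 active = activity above about 14%, limit read from the data; passing the limit was not always enough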;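 also: 0% = DMSO wells with 35 nM protein and 100% = DMSO wells with 750 nM protein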
ARFGAP1 inhibitor: inhibitors of rat ARFGAP1 GAP activity, primary screen, biochemical, fluorescence polarization, GDP tracer. ADP-ribosylation factor GTPase-activating protein 1 (Rattus norvegicus), Q62848. Arfgap1-stimulated ARF1 GTP hydrolysis, GDP FP detection. inhibition, % at 16.5 µM. hit rate 0.26% among 360,000. AID 651572, 2012;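 active = inhibition above a per-plate limit, mean inhibition of low control wells plus 3 SD, cut at about 25% in these data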;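 also: 0% = DMSO wells with enzyme and 100% = wells lacking Arfgap1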
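Replicates: Single well per compound | Assay system: Truncated rat Arfgap1 GAP domain | Control set: No-Arfgap1 wells (100%) versus DMSO full-reaction wells (0%) | Times: Enzyme reaction 120 min at 25 °C after 20 min preincubation | Reagent: Human ARF1(Δ1-17)-GTP substrate | Measured by: Tracer-displacement fluorescence polarization with EDTA stop, 620/688 nm | Measure: Percent inhibition of Arfgap1-stimulated GTP hydrolysis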
ASAP1 inh: inhibitors of human ASAP1 ArfGAP activity, primary screen, biochemical, fluorescence polarization; inhibition, % at 16.5 µM; hit rate 0.19% among 360,000; ASAP1-stimulated ARF1 GTP hydrolysis, GDP FP detection; in the data active = inhibition above about 25%;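 also: 0% = vehicle with enzyme and substrate and 100% = no enzyme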
DDE Tn6 FP inh: inhibitors of Tn6 peptide binding to fibrin DD(E), primary screen, biochemical, fluorescence polarization, human fibrin, Tn6 probe; Fibrin DD(E) TRITC-Tn6 fluorescence polarization displacement; inhibition, % at 8.3 µM; hit rate 0.21% among 370,000; AID 720509, 2013;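 active = inhibition above a per-campaign cutoff: mean of compounds within control limits plus 3 SD, cut at about 15% in these data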;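 also: 0% = median of all compound wells on the plate and 100% = blocking peptide control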
Target sequence (P02675 whole entry, looked up): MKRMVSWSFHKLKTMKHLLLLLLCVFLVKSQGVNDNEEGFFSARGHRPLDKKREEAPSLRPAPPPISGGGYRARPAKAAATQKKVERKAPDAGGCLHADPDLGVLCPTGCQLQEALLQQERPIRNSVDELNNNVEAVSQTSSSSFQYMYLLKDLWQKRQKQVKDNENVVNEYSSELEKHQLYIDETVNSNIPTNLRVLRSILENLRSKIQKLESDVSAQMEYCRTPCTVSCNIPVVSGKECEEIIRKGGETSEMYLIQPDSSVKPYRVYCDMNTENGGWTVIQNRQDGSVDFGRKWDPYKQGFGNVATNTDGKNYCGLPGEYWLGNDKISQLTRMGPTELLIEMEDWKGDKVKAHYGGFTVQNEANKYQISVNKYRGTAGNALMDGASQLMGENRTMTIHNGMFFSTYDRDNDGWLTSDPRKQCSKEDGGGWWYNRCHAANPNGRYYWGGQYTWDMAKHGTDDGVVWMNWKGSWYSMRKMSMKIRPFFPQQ
proKLK7 act: proKLK7 zymogen activators, primary screen, biochemical, fluorescence intensity. Kallikrein-7 (Homo sapiens), P49862. purified proKLK7, EDANS-DABCYL substrate fluorescence; 100% is mature enzyme control, 0% vehicle. activation, % at 7 µM. hit rate 0.9% among 370,000;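 active = activation above the mean of all tested compounds plus 3 SD, computed per campaign excluding outliers beyond control limits, cut at about 13% in these data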
PLCb3 inh: human PLC-beta3 inhibitors, primary screen, biochemical, fluorescence | 1-phosphatidylinositol 4,5-bisphosphate phosphodiesterase beta-3 (Homo sapiens), Q01970 | Purified PLC-beta3, fluorogenic substrate | inhibition, % at 12.2 µM | hit rate 0.18% among 370,000; in the data active = inhibition above about 11%;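 also: 0% = median of compound wells on plate and 100% = full blocker control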
DDE Tn7 FP inh: inhibitors of Tn7 peptide binding to fibrin DD(E), primary screen, biochemical, fluorescence polarization, human fibrin, Tn7 probe. inhibition, % at 8.3 µM. hit rate 0.13% among 370,000. Fibrinogen beta chain (Homo sapiens), P02675. AID 720508, 2013. FP displacement of FITC-Tn7 peptide from fibrin DD(E); 0% = median of compound wells per plate;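 active = inhibition above the mean of compounds falling within the control limits plus 3 SD of them, cut at about 14% in these data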;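 also: 0% = plate median of compound wells and 100% = 10 µM Aha-Tn7 peptide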
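Assay system: Fibrin-DD(E) protein isolated from polymerized human fibrin clots; read-out basis: percent inhibition; medium: Tris/NaCl/CaCl2 buffer, pH 7.8; signal: FP measurement; incubation: 10 min plus 3 h, room temperature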
The depositor's hits bear a star.

Screening Cc1ccc(NC(=O)NCCCN2CCCC2=O)cc1Cl returned HGIII-sPLA2 inh -1, PLC-gamma1 inh 5, UHRF1 MBD2 ctr 1, Rev-erbA mod 2, ARFGAP1 inhibitor 12, ASAP1 inh 7, DDE Tn6 FP inh -4, proKLK7 act 0.8, PLCb3 inh -5 and DDE Tn7 FP inh 0.
CCC(CC)NC(=O)COC(=O)CCC(=O)c1ccc(Cl)cc1 was read as HGIII-sPLA2 inh 2, PLC-gamma1 inh 0, UHRF1 MBD2 ctr 1, Rev-erbA mod 0, ARFGAP1 inhibitor -3, ASAP1 inh 10, DDE Tn6 FP inh -4, proKLK7 act 0.1, PLCb3 inh 0 and DDE Tn7 FP inh 4.
Screening CS(=O)(=O)c1ccc(Cl)c(NC(=O)c2cc(=O)[nH]c3ccc(S(=O)(=O)N4CCOCC4)cc23)c1 returned HGIII-sPLA2 inh 2, PLC-gamma1 inh -4, UHRF1 MBD2 ctr -4, Rev-erbA mod -1, ARFGAP1 inhibitor -6, ASAP1 inh 5, DDE Tn6 FP inh -3, proKLK7 act -0.4, PLCb3 inh -8 and DDE Tn7 FP inh -6.
`COc1ccc(/C=N/Nc2nc(N3CCCC3)nc(N3CCCC3)n2)cc1O` gave HGIII-sPLA2 inh -8, PLC-gamma1 inh 4, UHRF1 MBD2 ctr -2, Rev-erbA mod 7, ARFGAP1 inhibitor -6, ASAP1 inh 1, DDE Tn6 FP inh -3, proKLK7 act -4.8, PLCb3 inh 1 and DDE Tn7 FP inh -7.
CN(C)CCn1c(NCc2ccc3c(c2)OCO3)nc2ccccc21 was read as HGIII-sPLA2 inh 4, PLC-gamma1 inh -1, UHRF1 MBD2 ctr 2, Rev-erbA mod -1, ARFGAP1 inhibitor -5, ASAP1 inh -20, DDE Tn6 FP inh 3, proKLK7 act -0.6, PLCb3 inh -6 and DDE Tn7 FP inh -3.
COc1ccc(NC(=O)CC2C(=O)N(C)C(=S)N2Cc2cccs2)cc1 (stereo unspecified) was read as HGIII-sPLA2 inh -39, PLC-gamma1 inh 3, UHRF1 MBD2 ctr -2, Rev-erbA mod -3, ARFGAP1 inhibitor 13, ASAP1 inh 11, DDE Tn6 FP inh 2, proKLK7 act -0.5, PLCb3 inh 3 and DDE Tn7 FP inh -5.
For Cc1ccc(/C=N/NC(=O)c2ccncc2)o1 the results were HGIII-sPLA2 inh 12, PLC-gamma1 inh 4, UHRF1 MBD2 ctr 0, Rev-erbA mod -2, ARFGAP1 inhibitor 4, ASAP1 inh 1, DDE Tn6 FP inh 3, proKLK7 act 0.2, PLCb3 inh -2 and DDE Tn7 FP inh 1.
`Cc1ccc(S(=O)(=O)Nc2ccc(C(=O)N3CCCC3)cc2)c(C)c1NS(C)(=O)=O` gave HGIII-sPLA2 inh -9, PLC-gamma1 inh 2, UHRF1 MBD2 ctr 2, Rev-erbA mod -3, ARFGAP1 inhibitor 11, ASAP1 inh -3, DDE Tn6 FP inh -8, proKLK7 act 0.2, PLCb3 inh 0 and DDE Tn7 FP inh -7.
O=C(O)c1ccccc1C(=O)N1CC=C(c2ccccc2)CC1 was read as HGIII-sPLA2 inh 6, PLC-gamma1 inh -8, UHRF1 MBD2 ctr 4, Rev-erbA mod -6, ARFGAP1 inhibitor 21, ASAP1 inh -2, DDE Tn6 FP inh -4, proKLK7 act 0.5, PLCb3 inh -9 and DDE Tn7 FP inh -2.
Screening O=C(NCc1cc2ccccc2[nH]1)C1CCC(=O)N(CC2CCCCC2)C1 (stereo unspecified) returned HGIII-sPLA2 inh -10, PLC-gamma1 inh -22, UHRF1 MBD2 ctr -3, Rev-erbA mod -6, ARFGAP1 inhibitor -3, ASAP1 inh 18, DDE Tn6 FP inh -12, proKLK7 act -0.1, PLCb3 inh -24 and DDE Tn7 FP inh -1.
Screening O=C(CN1CCC(NC(=O)c2ccccc2)CC1)NCc1ccccc1F returned HGIII-sPLA2 inh 4, PLC-gamma1 inh 2, UHRF1 MBD2 ctr -2, Rev-erbA mod -5, ARFGAP1 inhibitor 1, ASAP1 inh 1, DDE Tn6 FP inh 3, proKLK7 act 0.0, PLCb3 inh 3 and DDE Tn7 FP inh 1.
`O=C(O)c1cc(-c2ccc(N3CCOCC3)cc2)nn1-c1ccc(F)cc1F` gave HGIII-sPLA2 inh 0, PLC-gamma1 inh -8, UHRF1 MBD2 ctr 7, Rev-erbA mod -3, ARFGAP1 inhibitor -6, ASAP1 inh -2, DDE Tn6 FP inh -4, proKLK7 act -0.1, PLCb3 inh -8 and DDE Tn7 FP inh -8.
Screening O=C(NC1CCCC1)C1CC(O)CN1C(=O)Nc1ccccc1 (stereo unspecified) returned HGIII-sPLA2 inh 1, PLC-gamma1 inh 2, UHRF1 MBD2 ctr 0, Rev-erbA mod 1, ARFGAP1 inhibitor 6, ASAP1 inh -16, DDE Tn6 FP inh -1, proKLK7 act -0.2, PLCb3 inh 1 and DDE Tn7 FP inh 1.
Screening O=C(N/N=C/C(Br)=C\c1ccccc1)c1n[nH]c2c1CCC2 returned HGIII-sPLA2 inh -1, PLC-gamma1 inh 1, UHRF1 MBD2 ctr -4, Rev-erbA mod 6, ARFGAP1 inhibitor -5, ASAP1 inh 18, DDE Tn6 FP inh 1, proKLK7 act 0.5, PLCb3 inh -3 and DDE Tn7 FP inh 6.
`CN(c1ccccc1)S(=O)(=O)c1ccc(C(=O)NCc2ccco2)cc1` gave HGIII-sPLA2 inh -12, PLC-gamma1 inh -1, UHRF1 MBD2 ctr 0, Rev-erbA mod -1, ARFGAP1 inhibitor 6, ASAP1 inh -6, DDE Tn6 FP inh 7, proKLK7 act 0.1, PLCb3 inh -3 and DDE Tn7 FP inh 7.
Screening O=C(NCc1ccc2c(c1)OCO2)c1ccc(Cl)c(S(=O)(=O)NCc2ccccc2)c1 returned HGIII-sPLA2 inh -19, PLC-gamma1 inh -11, UHRF1 MBD2 ctr 0, Rev-erbA mod 7, ARFGAP1 inhibitor 4, ASAP1 inh 2, DDE Tn6 FP inh 1, proKLK7 act 0.5, PLCb3 inh -8 and DDE Tn7 FP inh 5.
Screening CN(CC(=O)Nc1ccc(Cl)cc1)c1ccc(S(=O)(=O)N2CCCCC2)cc1[N+](=O)[O-] returned HGIII-sPLA2 inh 11, PLC-gamma1 inh 0, UHRF1 MBD2 ctr 4, Rev-erbA mod 2, ARFGAP1 inhibitor -4, ASAP1 inh 0, DDE Tn6 FP inh 0, proKLK7 act -0.3, PLCb3 inh -2 and DDE Tn7 FP inh 1.
For COc1ccc(C(=O)NCc2oc(-c3ccccc3)cc2C(=O)O)cc1 the results were HGIII-sPLA2 inh -17, PLC-gamma1 inh -3, UHRF1 MBD2 ctr -5, Rev-erbA mod -5, ARFGAP1 inhibitor 1, ASAP1 inh 9, DDE Tn6 FP inh 2, proKLK7 act -1.0, PLCb3 inh -4 and DDE Tn7 FP inh -8.
COCCCNC(=O)Cc1c(C)c2cc3c(cc2oc1=O)OC(C)(C)CC3 was read as HGIII-sPLA2 inh -2, PLC-gamma1 inh -170, UHRF1 MBD2 ctr -2, Rev-erbA mod -1, ARFGAP1 inhibitor 1, ASAP1 inh -7, DDE Tn6 FP inh 2, proKLK7 act 7.2, PLCb3 inh -252 and DDE Tn7 FP inh 2.
`CN(Cc1ccccc1)C(=O)OCc1cn(Cc2ccc(Cl)cc2)nn1` gave HGIII-sPLA2 inh -7, PLC-gamma1 inh -3, UHRF1 MBD2 ctr 3, Rev-erbA mod 1, DDE Tn6 FP inh 1, proKLK7 act 0.2, PLCb3 inh -1 and DDE Tn7 FP inh -1.
`O=[N+]([O-])c1ccc(Cl)cc1N1CCOCC1` gave HGIII-sPLA2 inh -4, PLC-gamma1 inh 3, UHRF1 MBD2 ctr -3, Rev-erbA mod 4, ARFGAP1 inhibitor -14, ASAP1 inh 0, DDE Tn6 FP inh 3, proKLK7 act 0.7, PLCb3 inh -3 and DDE Tn7 FP inh -3.
Screening CCc1cccc(NC(=O)Cn2c(-c3ccccc3)cc(C(C)=O)c2C)c1 returned HGIII-sPLA2 inh -2, PLC-gamma1 inh 2, UHRF1 MBD2 ctr 3, Rev-erbA mod 2, ARFGAP1 inhibitor -2, ASAP1 inh -5, DDE Tn6 FP inh -5, proKLK7 act 0.5, PLCb3 inh 2 and DDE Tn7 FP inh 10.
`CCOCCCNS(=O)(=O)c1cc(Br)cc2c1N(C(=O)C1CC1)CC2` gave HGIII-sPLA2 inh -4, PLC-gamma1 inh -1, UHRF1 MBD2 ctr -2, Rev-erbA mod -3, ARFGAP1 inhibitor 2, ASAP1 inh 9, DDE Tn6 FP inh 1, proKLK7 act 0.1, PLCb3 inh -1 and DDE Tn7 FP inh 2.
O=c1cc(C(F)(F)F)nc(SCc2cccc3ccccc23)[nH]1 was read as HGIII-sPLA2 inh -29, PLC-gamma1 inh -2, UHRF1 MBD2 ctr -2, Rev-erbA mod -1, ARFGAP1 inhibitor -18, ASAP1 inh -1, DDE Tn6 FP inh 5, proKLK7 act 0.0, PLCb3 inh -11 and DDE Tn7 FP inh -1.
For CC(C)c1ccc(NC2CCCN(C(=O)c3ccsc3)C2)cc1 (stereo unspecified) the results were HGIII-sPLA2 inh 4, PLC-gamma1 inh 1, UHRF1 MBD2 ctr 1, Rev-erbA mod 0, ARFGAP1 inhibitor 10, ASAP1 inh -6, DDE Tn6 FP inh -8, proKLK7 act -0.2, PLCb3 inh -6 and DDE Tn7 FP inh 8.
Screening COC(=O)c1cn(NC(=O)/C=C/c2cccc(OC)c2OC)c(=O)c2ccccc12 returned HGIII-sPLA2 inh 3, PLC-gamma1 inh -1, UHRF1 MBD2 ctr 0, Rev-erbA mod 2, ARFGAP1 inhibitor 8, ASAP1 inh 7, DDE Tn6 FP inh -1, proKLK7 act -0.9, PLCb3 inh -1 and DDE Tn7 FP inh -2.

Assay outcomes deposited in PubChem by several laboratories.
